# PKA-R2B act: PKA-R2B complex activation; P22694+P31323; PKA-R2B holoenzyme dissociation, Cy5-IP20 fluorescence polarization; R2B truncated from residue 108, S112A mutant; 0% DMSO only, 100% 113 µM cGMP; activation, % at 11.4 µM; actives 0.079% (n = 340,000);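 active means activation above a cutoff set at the mean over all compounds plus 3 SD, cut at about 18% in these data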;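 further: higher means more holoenzyme dissociation and a rise in polarization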
# Target sequence (P31323 whole entry, looked up, other chains not shown, the tested form may be a part): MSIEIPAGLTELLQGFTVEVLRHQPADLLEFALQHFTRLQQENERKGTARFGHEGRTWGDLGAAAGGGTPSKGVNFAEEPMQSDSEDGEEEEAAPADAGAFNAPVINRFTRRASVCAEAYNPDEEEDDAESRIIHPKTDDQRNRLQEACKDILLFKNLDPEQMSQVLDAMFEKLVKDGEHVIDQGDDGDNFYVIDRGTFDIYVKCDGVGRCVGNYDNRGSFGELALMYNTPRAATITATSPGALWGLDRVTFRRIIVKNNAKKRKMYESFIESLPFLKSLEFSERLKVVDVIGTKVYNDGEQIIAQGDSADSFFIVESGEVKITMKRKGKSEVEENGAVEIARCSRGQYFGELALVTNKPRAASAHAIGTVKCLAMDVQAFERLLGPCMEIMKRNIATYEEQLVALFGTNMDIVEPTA
# MOR-DOR inv ag: mu-delta opioid heterodimer inverse agonism. P35372+P41143. cell-based MOR-DOR heterodimer luminescence. inhibition, % at 9.3 µM. actives 0.21% (n = 340,000). AID 504357; in the data active means inhibition above about 22%, passing the limit was not always enough;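 further: 0% = cells with DMSO and 100% = wells without cells with DMSO; values of inactives mirror those of a sister screen read the other way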
# phage Ecoli inh: E. coli growth loss with phage present; growth absorbance; actives 0.26% (n = 360,000); inhibition, % at 11.9 µM; in the data active means inhibition above about 11%
# PKA-R1A act: activators of PKA-R1A complex; P00514+P68181; PKA-R1A dissociation, Cy5-IP20 fluorescence polarization; scaled: DMSO 0%, 113 µM cGMP 100%; activation, % at 11.4 µM; actives 0.083% (n = 340,000); AID 504707;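 active means percent activation above the mean of all tested compounds plus 3 SD, cut at about 19% in these data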;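 further: higher means more PKAc released from R1A so a rise in polarization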
# PfHsp90 set2: inhibits growth of yeast expressing Plasmodium falciparum Hsp90; S. cerevisiae expressing PfHsp90, BacTiter-Glo ATP, 48 h; yeast lacking PDR1 and PDR3 efflux regulators; inhibition, % at 9.4 µM; actives 0.32% (n = 310,000);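 active means every replicate shows inhibition above about 80%, whatever the replicate mean, limit read from the data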;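 further: 0% = DMSO neutral controls and 100% = 20 µM radicicol positive controls; yeast relying on Plasmodium falciparum Hsp90 in place of its own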
# Mot1-301 SUMO: inhibitors of SUMOylation pathway: yeast Mot1-301 growth rescue; S. cerevisiae Mot1-301 growth rescue, ATP luminescence, 38.5C; percent above DMSO median, 100 means doubled; growth rescue, % at 18.8 µM; actives 1% (n = 320,000);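 active means every valid replicate shows activation above 250% relative to neutral control wells; inactive means the rest, any valid replicate at or below 250%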;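 further: OY570 slx delta 5 strain wells were the positive control but not used for scaling; some compounds called inactive have numbers as strong as hits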
# HTR5A inv ag: counter-screen for OPRM1-OPRD1 inverse agonists: human HTR5A inverse agonism; inhibition, % at 9.3 µM; HTR5A cell line, luminescence; actives 0.083% (n = 340,000); P47898; in the data active means inhibition mostly above about 23%, no sharp cut-off; inactive means mostly below about 18%;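 further: 0% = cells with DMSO and 100% = no-cell wells with DMSO; some compounds called inactive have numbers as strong as hits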
# Target sequence (P47898 whole entry, looked up): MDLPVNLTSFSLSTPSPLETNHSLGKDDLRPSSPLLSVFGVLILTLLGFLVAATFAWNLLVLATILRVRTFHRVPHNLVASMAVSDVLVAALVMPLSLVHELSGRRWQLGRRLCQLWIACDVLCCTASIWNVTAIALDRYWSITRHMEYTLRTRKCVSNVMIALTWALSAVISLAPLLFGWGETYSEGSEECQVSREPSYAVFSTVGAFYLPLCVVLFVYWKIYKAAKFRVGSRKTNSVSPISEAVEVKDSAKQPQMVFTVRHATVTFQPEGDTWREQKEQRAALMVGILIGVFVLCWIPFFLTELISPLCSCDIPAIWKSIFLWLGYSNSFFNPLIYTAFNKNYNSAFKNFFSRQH
# MOR-DOR ag: agonists of human mu-delta opioid receptor heterodimerization; P35372+P41143; cells, OPRM1-OPRD1 heterodimerization, luminescence; activation, % at 9.3 µM; actives 0.3% (n = 340,000); in the data active means activation above about 18%;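 further: 0% = vehicle-treated cells and 100% = reference agonist; values of inactives mirror those of a sister screen read the other way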
# Tat export inh: E. coli Tat transport inhibition. E. coli MC4100 TorA-mCherry Tat export, fluorescence. inhibition, % at 10 µM. actives 0.036% (n = 340,000). AID 488895;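 active means mean replicate inhibition at least 50% and at least half of replicates individually reaching 50%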;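 further: exported cargo escapes ClpAP degradation while cytoplasmic cargo is degraded and loses fluorescence; 0% = median of neutral control wells and 100% = median of NaSCN control wells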
# AddAB inh: less growth of phage-infected E. coli with AddAB; E. coli expressing H. pylori AddAB, absorbance growth; inhibition, % at 11.9 µM; actives 0.29% (n = 330,000); AID 435030; in the data active means inhibition above about 12%;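 further: 0% = vehicle wells of infected cells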
# E coli growth: reduces bacterial viability in AddAB counter-screen. E. coli V3065 growth, OD600 absorbance, 18 h. inhibition, % at 11.9 µM. actives 0.27% (n = 330,000);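 active means inhibition above the campaign's mean inhibition across all tested compounds plus 3 SD, cut at about 9.9% in these data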;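 further: uninfected addAB+ strain grown without phage in ampicillin broth; 0% = DMSO wells and 100% = ciprofloxacin 0.95 µg/ml wells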
# An asterisk follows results filed as active; x = no result given.
SMILES,PKA-R2B act,MOR-DOR inv ag,phage Ecoli inh,PKA-R1A act,PfHsp90 set2,Mot1-301 SUMO,HTR5A inv ag,MOR-DOR ag,Tat export inh,AddAB inh,E coli growth
O=C(CC12CC3CC(CC(C3)C1)C2)N1CCCC1,-3,16,1.9,1,5,-8,-9,-3.4,-2,1.0,-3.0
C=CCC[C@@H](Cc1ccc(F)cc1)C(=O)OC[C@@H](NC(=O)[C@H](CC=C)CC(=O)NCCO)C(C)(C)C,-8,-12,1.4,-6,7,-16,5,2.2,-5,-1.6,-1.9
COc1ccc(/C=C/c2nc3ccccc3n2Cc2ccc(OC)c(OC)c2)cc1,5,-38,0.6,3,x,353*,-11,5.3,4,-1.4,-0.3
O=C(NCCN1C(=O)S/C(=C\c2ccc(OC(F)F)cc2)C1=O)C1=COCCO1,-10,-16,x,-4,x,-12,-2,2.5,-8,0.3,-3.3
Cc1nc(Cl)cc(N/N=C/c2ccc(O)cc2)n1,-7,6,4.8,4,-17,33,-11,-1.2,-3,3.8,2.4
COC(=O)C(CCSC)NC(=O)c1cc2c(n(-c3ccc(C)cc3)c1=O)CCCC2=O (stereo not given),-10,-10,3.7,-6,-2,-16,1,1.4,5,-1.1,3.7
CN(CC(=O)Nc1ccc(N2CCOCC2)cc1)C(=O)CCNC(=O)c1ccccc1Cl,-1,7,5.5,0,3,-16,3,-1.2,0,1.7,3.5
CC1CCCN(CCCNC(=O)c2nn(C)c3c2CSc2ccccc2-3)C1 (stereo not given),0,14,1.4,2,8,1,0,-2.6,-7,0.7,0.8
CN1CCN(C(=O)c2ccc(N(C)S(=O)(=O)c3cccs3)cc2)CC1,-2,20,5.5,-5,14,-8,-2,-4.1,0,-1.2,-1.5
Cc1cc(N/N=C2/CCCc3ccccc32)nc2ccccc12,-2,-12,1.4,4,-16,50,8,2.4,-4,-0.2,-0.3
CCOc1ccc(C(=O)N2CCCN(C(=O)c3ccc(OCC)cc3)CC2)cc1,-8,13,1.6,-12,-32,299,16,-2.3,0,1.5,0.8
CCn1cc(SCC(=O)NCc2ccc3c(c2)OCO3)c2ccccc21,2,5,2.7,6,-7,-29,2,-1.0,-18,-1.1,1.5
CCOc1ccc(C2NC(=O)c3sc(=S)n(-c4ccccc4)c3N2)cc1 (stereo not given),3,10,2.2,1,-19,29,1,-1.9,-3,0.9,0.1
COc1ccccc1NC(=O)Cc1nnc(SCC(=O)NC2=NCCS2)n1C,-1,4,-0.9,3,-22,-6,-16,-0.8,-9,3.2,-3.6
CCN(CC)CCSc1nc2c([nH]1)c(=S)n(C)c(=O)n2C,-7,1,1.0,4,24,x,1,-0.1,-3,x,x
Cc1cc(NS(=O)(=O)c2ccc(NC(=O)c3cc4ccccc4o3)cc2)nc(C)n1,4,10,1.1,0,-20,5,-3,-1.8,-1,-0.9,-1.1
O=C(COC(=O)COc1ccccc1)Nc1cccnc1Cl,4,9,5.0,-2,0,3,6,-2.2,0,-2.2,-0.8
Cc1ccc(NC(=O)c2cccc3c2-c2ccccc2C3=O)cc1C,-12,-4,3.4,-2,43,-3,17,0.8,12,2.8,-2.4
CC(C)C(=O)Nc1nnc(Cc2ccccc2)s1,-11,14,1.0,-15,9,-3,25,-2.6,8,0.1,-0.3
Cc1c(C(=O)Nc2nnc(C3CC3)s2)oc2c(Cl)cccc12,9,-5,1.6,2,x,2,-13,0.7,-4,-1.0,1.0
CCOC(=O)C1CCN(CC(=O)c2c(C)[nH]c3cc(C)ccc23)CC1,-2,-6,-0.7,11,35,-5,11,1.2,-7,6.5,1.2
CCOc1ccc(-n2c(=O)c3ccccc3c3ccccc3c2=O)cc1,3,10,1.9,-3,-10,-6,10,-1.9,5,3.2,1.3
CCn1c(CN2CCOCC2)nnc1SCC(=O)Nc1ccccc1C,-1,1,0.6,5,-2,-14,-10,-0.2,9,-0.4,2.2
CCCCC(=O)N(CCOC)c1nnc(-c2cccnc2)s1,-7,10,3.1,-5,10,21,16,-1.8,-1,-0.5,1.9
C=CCOc1c2ccc(C(=O)NCc3ccccc3OC)cc2nn1C,-10,2,1.9,-3,-18,15,1,-0.3,22,1.1,0.6
COC(=O)CN1C(=O)N/C(=C/c2cc3c(cc2OC)OCO3)C1=O,-5,4,3.6,-6,x,12,-12,-0.7,9,-0.9,-2.4
CCOc1ccc(NC(=O)c2ccncc2)cc1,0,3,3.4,-1,-11,x,-6,-0.6,6,0.5,1.6
O=C(NC(=S)Nn1cnc2c(cnn2-c2ccccc2)c1=O)c1ccc(Oc2ccccc2)cc1,7,17,0.7,-14,2,-3,3,-3.3,-4,4.0,-0.5
Cc1c(CC(=O)NCCCC(=O)O)c(=O)oc2cc3oc4c(c3cc12)CCCC4,5,15,0.3,-9,7,-5,-7,-3.3,-13,-0.7,1.4
O=C(COc1ccc2ccccc2c1)NNC(=O)Nc1ccc(F)cc1F,-10,-2,-0.3,-12,-3,-2,6,0.5,-4,-0.8,2.6
COc1ccc(-n2nc([N+](=O)[O-])c(=NCc3cccnc3)n2O)cc1,-4,-20,3.5,-1,-38,7,-5,3.8,-3,1.3,1.1
COc1ccc(CNC(=O)COC(=O)/C=C/c2cccc(Br)c2)cc1,4,-5,0.5,1,-20,2,26,1.1,-2,3.6,2.3
COc1cc(/C=C/C(=O)c2ccc3c(c2)OCO3)cc(Cl)c1O,-3,10,0.8,-11,-30,-33,10,-1.8,9,2.3,-2.0
Cc1nc2cc(-c3sccc3-n3cccc3)nn2c(C)c1C,0,4,1.7,5,-21,x,-6,-0.9,-10,-0.5,-0.1
CC(NC(=O)C1(c2cccs2)CCOCC1)c1ccccc1 (stereo not given),8,13,4.0,1,-6,7,18,-2.4,-4,0.2,-0.8
CCOC(=O)c1cnn(-c2sc(C(=O)OCC)c(C)c2C(=O)OCC)c1N,7,-97,-1.3,-1,-13,-7,4,17,9,-1.1,-0.1
O=C(COc1ccccc1)Nc1ccccc1NS(=O)(=O)c1cccs1,0,4,2.5,0,3,-9,4,-0.5,-5,0.3,-0.5
CC(C)Sc1nc(SCC(=O)O)c2c3c(sc2n1)COC(C)(C)C3,2,-18,3.8,4,11,69,0,3.2,6,1.8,-0.3
CC(C)C(C(=O)NCc1ccccc1)N(CC1CCCO1)C(=O)CNS(=O)(=O)c1ccccc1 (stereo not given),-6,14,1.2,-9,9,3,-25,-2.2,-1,4.3,-0.6
COC(=O)c1sc(N)c(C(=O)OC)c1COC(=O)CNS(=O)(=O)c1ccc(C)cc1,-16,13,1.8,-9,2,9,-1,-2.5,-3,-2.1,-3.0
O=C(CSc1nnc(-c2ccco2)n1-c1ccccc1)Nc1c(Cl)cc(Cl)cc1C(=O)O,4,5,3.6,11,-3,-14,1,-0.9,-6,1.6,-0.2
CCOC(=O)N1CCN(C(=O)CNC(=O)c2ccc(Cl)cc2Cl)CC1,-1,-1,1.0,0,-11,-31,5,0.3,-6,0.5,-0.3
COc1cc(OC)cc(C(=O)N[C@H](C(=O)OCC(=O)c2ccc3c(c2)NC(=O)CO3)C(C)C)c1,-15,18,0.4,3,x,17,-17,-3.0,-8,1.0,-3.6
COc1ccc(N2CCN(C(=O)c3cc(-c4cc(OC)ccc4OC)nc4ccccc34)CC2)cc1,3,-7,-1.6,6,-17,31,-6,1.2,16,1.1,0.2
Cc1ccc(/C=C/c2onc(C)c2S(=O)(=O)N2CCC(C(=O)NC(C)(C)C)CC2)cc1,-5,8,1.9,-4,4,3,-9,-1.5,7,3.0,-0.8
CCOC(=O)N1CCC(Nc2ncnc3c2cnn3-c2ccccc2)CC1,1,-16,1.7,-2,x,5,-13,2.8,-2,3.1,-0.1
C[C@H](CO)N1C[C@H](C)[C@@H](CN(C)C(=O)Nc2ccc(C(F)(F)F)cc2)Oc2ccc(NC(=O)Nc3ccc4c(c3)OCO4)cc2C1=O,-11,13,2.8,2,6,x,3,-2.9,-2,1.0,-0.7
CC(C)(C)c1ccc(N2C(=O)CSC2c2cccnc2)cc1 (stereo not given),-4,13,3.0,-9,2,111,-7,-2.5,12,0.4,-0.8
O=C(COC(=O)COc1ccccc1)NCc1ccco1,-7,-5,-0.2,8,-9,76,-12,0.9,-6,0.2,1.2
CC1=C(C(=O)c2ccccc2)C(c2cccc([N+](=O)[O-])c2)NC(=S)N1 (stereo not given),-11,16,2.7,1,-8,-28,5,-3.1,2,0.2,1.6
CCCCc1nnc(NC(=O)CCN2C(=O)C3CC=CCC3C2=O)s1 (stereo not given),-4,5,0.6,-10,-4,-3,-35,-1.2,2,0.1,-1.6

# Laid out differently: entries from further up
# Values run as follows: PKA-R2B act, MOR-DOR inv ag, phage Ecoli inh, PKA-R1A act, PfHsp90 set2, Mot1-301 SUMO, HTR5A inv ag, MOR-DOR ag, Tat export inh, AddAB inh, E coli growth
O=C(CC12CC3CC(CC(C3)C1)C2)N1CCCC1
→ -3, 16, 1.9, 1, 5, -8, -9, -3.4, -2, 1.0, -3.0
C=CCC[C@@H](Cc1ccc(F)cc1)C(=O)OC[C@@H](NC(=O)[C@H](CC=C)CC(=O)NCCO)C(C)(C)C
→ -8, -12, 1.4, -6, 7, -16, 5, 2.2, -5, -1.6, -1.9
COc1ccc(/C=C/c2nc3ccccc3n2Cc2ccc(OC)c(OC)c2)cc1
→ 5, -38, 0.6, 3, x, 353*, -11, 5.3, 4, -1.4, -0.3
O=C(NCCN1C(=O)S/C(=C\c2ccc(OC(F)F)cc2)C1=O)C1=COCCO1
→ -10, -16, x, -4, x, -12, -2, 2.5, -8, 0.3, -3.3
Cc1nc(Cl)cc(N/N=C/c2ccc(O)cc2)n1
→ -7, 6, 4.8, 4, -17, 33, -11, -1.2, -3, 3.8, 2.4
COC(=O)C(CCSC)NC(=O)c1cc2c(n(-c3ccc(C)cc3)c1=O)CCCC2=O (stereo not given)
→ -10, -10, 3.7, -6, -2, -16, 1, 1.4, 5, -1.1, 3.7
CN(CC(=O)Nc1ccc(N2CCOCC2)cc1)C(=O)CCNC(=O)c1ccccc1Cl
→ -1, 7, 5.5, 0, 3, -16, 3, -1.2, 0, 1.7, 3.5
CC1CCCN(CCCNC(=O)c2nn(C)c3c2CSc2ccccc2-3)C1 (stereo not given)
→ 0, 14, 1.4, 2, 8, 1, 0, -2.6, -7, 0.7, 0.8
CN1CCN(C(=O)c2ccc(N(C)S(=O)(=O)c3cccs3)cc2)CC1
→ -2, 20, 5.5, -5, 14, -8, -2, -4.1, 0, -1.2, -1.5
Cc1cc(N/N=C2/CCCc3ccccc32)nc2ccccc12
→ -2, -12, 1.4, 4, -16, 50, 8, 2.4, -4, -0.2, -0.3

# High-throughput results from PubChem BioAssay.
